# Bioassay records deposited in PubChem by several laboratories.
# MEKK3 PB1 HTS: MEKK3-MEK5 PB1 interaction, increase or decrease; Q99759; bead-based flow cytometry, Alexa488-MEK5 binding to MEKK3; actives lie on both sides; 0 = blocked by unlabeled MEK5, 100 = vehicle; binding response (% of control), % at 10 µM; 1.4% of 290,000 active;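 active means binding response more than 3 SD above or below the average of its plate-row segment, actives on both sides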;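 further: Alexa488 bead fluorescence after subtracting the streptavidin-only scavenger bead signal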
# pCIP destab: lowers stability of the mouse p/CIP coactivator protein; AID 1984; F442A p/CIP-EGFP cells, EGFP fluorescence, 16 h; decrease of EGFP signal, % at 10 µM; 0.01% of 290,000 active; Q05BA5;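 active means EGFP signal decrease of at least 30% at 10 µM or well 3 SD below plate mean, unless failing retest; inactive means the rest, including hits failing retest or dose response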; further: some compounds called inactive have numbers as strong as hits; many of its hits are not listed in these tables
# CHRM4 PAM: potentiates acetylcholine response at human M4 receptor | 0.4% of 360,000 active | activation, % at 3 µM | CHO-K1 hM4/Gqi5, Fluo-8 calcium fluorescence, ACh EC20; 0% = ACh EC20, 100% = maximal ACh | AID 624126;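 active means activation above its plate's cutoff, the mean activation of sample wells plus 3 SD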; further: some results filed as inactive read as strong as hits
# Target sequence (P08173 whole entry, looked up): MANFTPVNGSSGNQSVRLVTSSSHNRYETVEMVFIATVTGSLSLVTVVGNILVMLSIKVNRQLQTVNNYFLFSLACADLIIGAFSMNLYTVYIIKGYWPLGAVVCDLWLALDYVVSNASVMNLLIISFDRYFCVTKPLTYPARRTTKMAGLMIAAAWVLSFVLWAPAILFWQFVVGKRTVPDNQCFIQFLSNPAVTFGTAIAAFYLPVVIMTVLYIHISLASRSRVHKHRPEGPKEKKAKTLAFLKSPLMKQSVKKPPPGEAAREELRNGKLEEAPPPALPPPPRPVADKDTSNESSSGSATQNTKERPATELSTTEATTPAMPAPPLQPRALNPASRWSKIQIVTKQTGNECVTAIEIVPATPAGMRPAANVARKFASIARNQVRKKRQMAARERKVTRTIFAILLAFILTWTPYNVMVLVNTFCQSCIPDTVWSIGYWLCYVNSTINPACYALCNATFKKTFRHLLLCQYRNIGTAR
# GalR3 antag: human GalR3 antagonism | inhibition, % at 3 µM | AID 651719 | 0.44% of 360,000 active | O60755 | HEK293 GalR3-CNG cAMP membrane potential fluorescence; galR3 body fused to GalR1 C-terminus;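 active means inhibition above the screen-wide average plus 3 SD, cut at about 13% in these data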;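 further: forskolin and galanin both at EC90 stimulate the cells; cAMP rise reported by CNG channel membrane potential dye signal; 0% = forskolin plus galanin with DMSO and 100% = forskolin alone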
# Target sequence (O60755 1-299 limits assumed): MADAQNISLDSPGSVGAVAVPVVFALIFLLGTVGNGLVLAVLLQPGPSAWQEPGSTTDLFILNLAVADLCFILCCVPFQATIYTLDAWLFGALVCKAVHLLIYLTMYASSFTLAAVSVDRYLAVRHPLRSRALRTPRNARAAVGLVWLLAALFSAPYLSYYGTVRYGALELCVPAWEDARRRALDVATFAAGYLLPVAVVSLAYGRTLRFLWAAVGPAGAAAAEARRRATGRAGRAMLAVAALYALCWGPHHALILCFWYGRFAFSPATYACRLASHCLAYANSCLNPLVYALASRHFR
# CRFR2-BP ag: agonists of human CRF-binding protein/CRF-R2 receptor complex | HEK293 CRF-R2/CRF-BP, calcium dye fluorescence (FLIPR); percent of saturating CRF peptide response | activation, % at 13.2 µM | 0.46% of 350,000 active;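 active means activation of at least 50%, plus an integration ratio under a set limit after plate pattern correction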;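 further: plate controls were neutral control wells without compound for no effect and CRF at EC100 for full effect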
# PHOSPHO1 block: blocks human PHOSPHO1 phosphatase activity | inhibition, % at 13.3 µM | AID 1565 | 1.1% of 290,000 active | Q8TCT1 | recombinant PHOSPHO1, absorbance phosphatase assay; in the data active means inhibition above about 60%
# Target sequence (Q8TCT1 whole entry, looked up): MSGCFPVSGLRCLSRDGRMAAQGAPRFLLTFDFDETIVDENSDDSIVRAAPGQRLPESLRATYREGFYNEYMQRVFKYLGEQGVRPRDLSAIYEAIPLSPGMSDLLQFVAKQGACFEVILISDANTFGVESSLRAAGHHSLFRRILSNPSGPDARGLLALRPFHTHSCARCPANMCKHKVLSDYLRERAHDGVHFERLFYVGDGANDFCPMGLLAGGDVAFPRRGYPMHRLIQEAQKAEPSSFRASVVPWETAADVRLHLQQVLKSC
# IDE inh: inhibitors of human insulin-degrading enzyme in cells | 0.41% of 320,000 active | AID 434962 | inhibition, % at 5.59 µM | HEK cells, FAbetaB cleavage, fluorescence polarization;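 active means percent inhibition above the average of all tested compounds plus 3 SD, set per screening campaign, cut at about 16% in these data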;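 further: IDE supplied by intact live HEK cells; FP after avidin binding of uncleaved biotin substrate so inhibition keeps polarization high; 0% = DMSO wells and 100% = 60 µM reference IDE inhibitor Ii1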
# IDE cell activ: activators of human insulin-degrading enzyme in cells; P14735; HEK cells, FAbeta-B cleavage, fluorescence polarization; 0% vehicle, 100% cell-free pure enzyme wells; activation, % at 5.96 µM; 0.073% of 340,000 active;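 active means activation above the mean of all tested compounds plus 3 SD, set per screening campaign, cut at about 17% in these data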
# CRFBP-R2 block: CRF-BP/CRF-R2 complex antagonism; HEK293 CRF-R2/CRF-BP, CRF-induced calcium fluorescence; 0.59% of 350,000 active; AID 588475; inhibition, % at 11.8 µM;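 active means inhibition of the ligand-induced calcium signal above about 50% at the single tested concentration, limit read from the data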
# An asterisk follows results filed as active; · = not tested or not shown; [ ] = another dose, or the depositor's remark.
no.	structure	IDE cell activ	CRFBP-R2 block	GalR3 antag	CRFR2-BP ag	CHRM4 PAM	IDE inh	PHOSPHO1 block	MEKK3 PB1 HTS	pCIP destab
1	COCCN(C(=O)Cn1nnc2ccccc21)C(C(=O)NC1CCCC1)c1cc(OC)ccc1OC (centres undefined)	3	28	-4	-2.5	10	5	-24	104	3
2	Cc1nc2ccccc2c(=O)n1/N=C/c1ccc(O)cc1O	4	30	-5	-0.2	-1	3	21	100	14
3	CC12CCC(C(=O)NCc3ccc(Cl)cc3)(OC1=O)C2(C)C (centres undefined)	2	-27	-5	-2.8	-3	-1	5	87	-4
4	Cc1ccc(O)c(NC(=O)c2cc(-c3ccco3)on2)c1	1	-5	-10	1.2	-7	-7	28	104	-8
5	COc1ccc(CN(CC2CCCO2)C(=O)c2cc3sccc3n2C)c(OC)c1 (centres undefined)	3	-4	-5	0.3	-6	-1	37	95	-7
6	Cc1c(OCC(=O)NCCN2CCOCC2)ccc2c3c(c(=O)oc12)CCC3	4	115*	1	-1.6	0	4	26	98	11
7	COc1ccc(C(=O)N(Cc2ccco2)Cc2cccs2)c(O)c1	2	5	-3	-0.4	5	0	-12	101	-17
8	Cc1ccc(N(C(=O)c2csnn2)C(C(=O)NCc2ccccc2)c2cccnc2)cc1 (centres undefined)	5	1	-4	-0.3	3	0	3	100	-8
9	O=C1CC(c2ccc(F)cc2)CC(O)=C1C=NCCN1CCNCC1 (centres undefined)	4	-8	-5	-0.6	-6	2	·	111	·
10	CC(C)c1nn2c(=O)cc(O)nc2s1	0	2	-1	-0.2	1	7	-15	106	-6
11	CN(C)C(=O)CSc1nnc(-c2ccc(S(=O)(=O)N3CCCC3)cc2)n1C	4	-11	-7	-0.3	-3	-4	11	102	-10
12	Cc1cccc(N(C(=O)c2snc(C(N)=O)c2N)C(C(=O)NCC2CCCO2)c2cccs2)c1 (centres undefined)	-3	-17	0	-1.4	-12	-3	22	98	-8
13	CC(=O)Nc1ccc(-c2ccc3nnc(C)n3n2)cc1	3	1	-7	-0.7	0	-3	-2	103	11
14	N#CC1=C(N)OC2=C(CC/C2=C\c2ccccc2Cl)C1c1ccccc1Cl (centres undefined)	-6	-86	-2	91*	-3	3	-4	103	-5
15	COc1ccc(C2(C(=O)NCCCN(C)C)CCOCC2)cc1	6	19	5	-0.1	2	-2	-6	106	-1
16	COc1ccc(C(CC(=O)N2CCN(C)CC2)NC(=O)C(F)(F)F)cc1 (centres undefined)	2	12	-12	-1.5	11	4	·	104	2
17	CS(=O)(=O)NCCSCc1ccc(Cl)cc1	-1	19	-3	-1.0	-2	-3	14	100	-9
18	C#CCn1c(O)c(N=NC(=O)CNC(=O)/C=C/c2ccccc2)c2ccccc21	-2	11	-6	-1.2	0	2	17	103	-11
19	CCOC(=O)/C(=N\Nc1cc(Cl)ccc1Cl)N1CCOCC1	4	-30	-3	-1.1	11	-1	8	105	8
20	NC(=O)c1ccc(NC(=O)CCN2C(=O)c3ccccc3C2=O)cc1	0	11	-7	-0.2	4	4	35	102	-16
21	O=C(N/N=C1\C2CN3CCN(C2)CC1(c1ccccc1)C3)Nc1ccccc1	1	-20	-5	1.8	-10	3	19	111	-8
22	O=C(COC(=O)/C=C/c1cccc(F)c1)Nc1ccccc1-c1ccccc1	-1	-20	-1	3.4	3	-4	-12	92	-7
23	O=C(/C=C/c1ccco1)NC1CCCC1	1	8	-6	-0.9	2	2	12	103	-6
24	Cn1c(=O)c2[nH]c(CN3CCCCC3)nc2n(C)c1=O	1	8	-6	-0.5	4	·	·	·	·
25	CCCCC1=C(C(=O)OCC)C(C(=O)OCC)Oc2ccccc21 (centres undefined)	2	-3	-6	-0.5	3	·	·	·	·
26	Cc1nc(-c2ccccn2)nc(SCC(=O)N2CCOCC2)c1Cl	·	2	-4	-1.0	-2	7	-2	129*	-14
27	Cc1cc(Cl)c(S(=O)(=O)Nc2cc(S(=O)(=O)N3CCOCC3)ccc2F)cc1OCC(N)=O	1	17	-4	-1.9	2	-2	54	92	-11
28	Nc1nc(-c2ccco2)nn1C(=O)c1cccnc1	9	-4	-1	-0.5	6	-2	19	100	-2
29	COc1ccc(NC(=O)c2ccc3c(c2)NC(=O)CS3)cc1	1	7	-5	0.2	3	2	·	·	·
30	CCOc1nc2ccccc2nc1C	6	-9	-2	-1.4	5	-5	14	103	-4
31	Cc1cc(N2CCCC2)nc(SCC(=O)c2ccccc2)n1	7	-7	-2	-0.8	11	4	-11	87	1
32	O=C(CN1CCN(CC(=O)Nc2ccc(OCc3ccccc3)cc2)CC1)Nc1ccc(F)cc1	-13	-15	·	-0.1	-3	6	·	99	·
33	C#CCCOC(=O)N1C2=NC(C(=O)OC)=C(C(=O)OC)[C@@H]3N(Cc4ccccc4)c4ccccc4[C@]23C[C@H]1C(=O)OC	-1	-3	·	-0.4	5	-1	22	95	-4
34	Cc1ccc(NC(=O)CS(=O)c2ccccc2N)c(C)c1 (centres undefined)	3	-6	-8	-0.2	7	4	19	97	13
35	OC(CNC1CCCC1)COCCOc1ccc(Br)cc1 (centres undefined)	2	5	-10	-1.7	-2	1	19	100	4
36	COc1ccc(C(=O)N2CCC(n3nccc3NC(=O)C3CCOC3)CC2)cc1 (centres undefined)	4	-8	-1	-0.3	0	-4	5	102	5
37	Cc1noc(C)c1COc1ccc(C(=O)N2CCC(C(N)=O)CC2)cc1	-1	3	6	-0.7	8	3	·	·	·
38	O=C(CCCOc1ccccc1)Nc1ncccn1	8	-10	-3	-2.2	8	-6	-12	89	4
39	Cc1nc2c(C)cccn2c1/C(O)=C1\C(=O)C(=O)N(CCN(C)C)C1c1cccs1 (centres undefined)	5	-3	1	4.0	0	·	·	·	·
40	COC(CNC(=O)C(=O)NCC1CCCN1S(=O)(=O)c1cccs1)OC (centres undefined)	3	6	1	1.6	3	-6	·	·	·
41	Cc1cccc(-c2nnc(SCC(=O)Nc3cc(C)on3)n2C)c1	5	1	-4	-0.6	9	5	14	103	10
42	CCN(CC)S(=O)(=O)c1ccc(N2CCOCC2)c(NC(=O)CC23CC4CC(CC(Br)(C4)C2)C3)c1	4	5	-4	0.1	2	6	-24	98	-10
43	O=C(Nc1ccc(O)c2c(=O)cc(-c3cccc(Cl)c3)oc12)c1cccc(Cl)c1	-1	6	-2	-1.3	3	4	13	93	7
44	O=C1c2ccccc2C(=O)N1c1ccc(S(=O)(=O)N2CCCCC2)cc1	1	-12	-9	0.5	2	-2	41	113	-2
45	O=C(Cc1ccccc1F)Nc1ccc(S(=O)(=O)N2CCCC2)cc1	3	0	-3	-0.9	4	-2	·	·	·
46	C=CCN(c1ccccc1)S(=O)(=O)c1ccc2c(c1)oc(=O)n2C	-1	-6	·	-1.7	-7	-2	6	103	-11
47	N#CC1=C(N)Nc2ncnn2C1c1ccc([N+](=O)[O-])cc1 (centres undefined)	7	4	1	0.2	-6	3	15	91	-10
48	Fc1ccc(CSc2nncn2NC/C=C/c2ccccc2)cc1	5	38	-4	-2.2	-1	-5	18	107	-2
49	O=C(CSc1nnc(-c2c[nH]c3ccccc23)o1)c1ccc(-c2ccccc2)cc1	5	-2	0	-1.5	3	6	-23	121	-11
50	CC(C)(C)NC(=O)C(c1ccncc1)N(C(=O)c1csnn1)C1CC1 (centres undefined)	-2	0	-2	2.1	9	9	-16	101	-29

# New compounds follow:
no.	structure	IDE cell activ	CRFBP-R2 block	GalR3 antag	CRFR2-BP ag	CHRM4 PAM	IDE inh	PHOSPHO1 block	MEKK3 PB1 HTS	pCIP destab
51	CCSc1nnc(N(CCC#N)CCC#N)s1	-3	13	-5	-2.0	3	-1	-8	92	-13
52	COc1ccccc1N1CCN(C(c2cc3ccc(C)cc3[nH]c2=O)c2nnnn2C2CCCC2)CC1 (centres undefined)	-2	-1	-6	-1.5	-4	2	44	94	1
53	CS(=O)(=O)N(CC(=O)N1CCOCC1)c1cc(Cl)ccc1Cl	4	8	-5	-1.2	0	0	19	100	-4
54	COc1ccc(C2c3c(oc4ccccc4c3=O)C(=O)N2c2ccc(C)cn2)cc1OC (centres undefined)	-1	13	1	-1.9	5	1	-20	107	-13
55	CC(OC(=O)Cn1[nH]c(=O)c2ccccc2c1=O)C(=O)c1ccccc1 (centres undefined)	5	5	-1	-1.3	-1	-1	43	105	-2
56	COc1ccc(-c2nnn(CC(=O)N(Cc3ccccc3Cl)C(C(=O)NCC3CCCO3)c3ccco3)n2)cc1OC (centres undefined)	5	-13	9	4.7	-9	13	-14	93	-2
57	CC12CCC(C(N)=O)(c3nc4ccccc4nc31)C2(C)C (centres undefined)	2	0	1	3.9	-3	-1	6	110	-15
58	O=C(N/N=C/c1cccc(NC(=O)c2ccc(Cl)cc2)c1)c1ccc(O)cc1	-1	11	-4	2.5	-11	0	-34	44*[inhibitor]	-7
59	COc1ccc(-c2csc3ncnc(Sc4nnnn4C)c23)cc1	0	-1	-1	-1.3	10	3	·	·	·
60	CSCCC(NS(=O)(=O)c1ccc(C)cc1)C(=O)NC1CCCCCC1 (centres undefined)	-3	5	-5	-3.2	17	8	·	·	·
61	CCCCCCCC(=O)Nc1cc(C(=O)NCCC)ccc1N1CCC2(CC1)CC(c1cccc(Br)c1)=NO2	-2	1	-5	0.8	9	7	·	·	·
62	Cc1ccc(C(=O)N2CCN(c3ccccn3)CC2)cc1Cl	-3	-7	-11	-0.9	-1	2	34	101	-7
63	COc1cccc(C2Cc3ccccc3C(=O)O2)c1 (centres undefined)	-1	-8	-10	-2.0	1	0	18	102	-8
64	Cc1ccc(-n2c3c(c(=O)[nH]c2=O)C(NS(=O)(=O)c2ccc(Cl)cc2)(C(F)(F)F)C(=O)N3)cc1 (centres undefined)	1	-6	0	-0.9	-6	-6	-9	99	9
65	Cc1cc(C(=O)O)cc(S(=O)(=O)N2CCOCC2)c1C	5	-4	-4	-1.0	-3	-4	33	106	-11
66	Cc1nc(SCC(=O)O)c(C#N)c2c1CCCC2	3	8	-5	7.1	9	1	2	104	-3
67	O=c1c2ccccc2c(C=NCc2ccccn2)c(O)n1-c1ccccc1Cl	1	15	2	-4.0	-2	-4	15	92	-14
68	CC1CCN(S(=O)(=O)c2ccc(S(=O)(=O)NCC(=O)C(C)(C)C)cc2)CC1	-2	18	-12	0.0	10	-4	-7	23*[inhibitor]	-17
69	COC(=O)c1ccc(NC(=O)c2cccc(Cl)c2)o1	-1	-4	-6	-1.3	6	8	-24	98	-4
70	COc1ccc(C2CC(c3ccccc3Cl)=NN2c2ccc(S(N)(=O)=O)cc2)cc1 (centres undefined)	2	0	-7	0.8	-2	·	·	·	·
71	O=C(CCN1C(=O)/C(=C\c2ccccc2)SC1=S)N1CCCCC1	4	-3	-6	-0.2	0	-1	47	105	-9
72	COc1cc(C(=O)Nc2ccc3c(c2)OCCO3)ccc1-n1cnnn1	7	-17	-4	1.9	4	3	-57	95	1
73	COC(=O)CNC(=O)COC(=O)c1cc(Cl)cc(Cl)c1N	2	12	0	-2.1	-3	7	-3	103	19

# Full records, looked up by structure. Order of values: IDE cell activ	CRFBP-R2 block	GalR3 antag	CRFR2-BP ag	CHRM4 PAM	IDE inh	PHOSPHO1 block	MEKK3 PB1 HTS	pCIP destab
# Entry for `COc1cc(C(=O)Nc2ccc3c(c2)OCCO3)ccc1-n1cnnn1` → 7	-17	-4	1.9	4	3	-57	95	1
# Entry for `O=C(N/N=C/c1cccc(NC(=O)c2ccc(Cl)cc2)c1)c1ccc(O)cc1` → -1	11	-4	2.5	-11	0	-34	44*[inhibitor]	-7
